Screens: PubChem BioAssay, several laboratories
PfM18AAP inh: PfM18AAP enzyme inhibition. recombinant PfM18AAP, H-Glu-NHMec fluorogenic cleavage. inhibition, % at 7.35 µM. 290,000 tested, 1.2% active;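 active = inhibition above the campaign mean inhibition over all tested compounds plus 3 SD, cut at about 28% in these data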;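 also: 0% = plate median of test compound wells and 100% = 2 mM ZnCl2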
DNA FID counter: fluorescent intercalator displacement, NS3 helicase counter-screen; inhibition, % at 7.9 µM; 290,000 tested, 0.17% active; DNA fluorescent intercalator displacement, fluorescence; in the data active = inhibition above about 37%;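 also: 0% = vehicle and 100% = reference compound; higher means more ethidium bromide displaced from hairpin DNA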
OXTR ag: agonists of human oxytocin receptor; P30559; CHO-OTR cells, Fluo-8 calcium fluorescence; normalized: DMSO 0%, oxytocin 100%; activation, % at 3 µM; 320,000 tested, 0.32% active;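 active = activation above the mean of all tested compounds plus 3 SD, cutoff set per screening run, cut at about 20% in these data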;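 also: peak over basal fluorescence ratio from a 100 s FLIPR kinetic read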
Target sequence (P30559 whole entry, looked up): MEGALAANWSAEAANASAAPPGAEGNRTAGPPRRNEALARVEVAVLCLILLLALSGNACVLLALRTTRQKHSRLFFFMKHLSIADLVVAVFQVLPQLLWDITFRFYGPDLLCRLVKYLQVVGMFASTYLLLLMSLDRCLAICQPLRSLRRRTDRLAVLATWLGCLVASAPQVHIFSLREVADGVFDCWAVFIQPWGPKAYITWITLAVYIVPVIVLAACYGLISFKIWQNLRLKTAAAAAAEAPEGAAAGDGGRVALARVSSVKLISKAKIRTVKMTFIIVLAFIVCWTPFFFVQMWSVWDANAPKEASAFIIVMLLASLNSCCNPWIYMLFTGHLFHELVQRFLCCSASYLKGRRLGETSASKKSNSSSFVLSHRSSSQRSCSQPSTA
PHOSPHO1 inh: PHOSPHO1 (human) inhibition. Q8TCT1. recombinant PHOSPHO1, absorbance phosphatase assay. inhibition, % at 13.3 µM. 290,000 tested, 1.1% active. AID 1565; in the data active = inhibition above about 60%
Target sequence (Q8TCT1 whole entry, looked up): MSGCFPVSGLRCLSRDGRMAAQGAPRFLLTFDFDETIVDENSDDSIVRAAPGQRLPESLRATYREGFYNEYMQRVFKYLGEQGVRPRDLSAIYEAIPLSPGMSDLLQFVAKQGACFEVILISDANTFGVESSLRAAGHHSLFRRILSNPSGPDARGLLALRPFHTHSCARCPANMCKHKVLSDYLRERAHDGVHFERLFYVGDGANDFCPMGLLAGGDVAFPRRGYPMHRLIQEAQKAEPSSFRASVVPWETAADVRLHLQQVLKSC
GPR7 antagonist: antagonists of human GPR7 (neuropeptides B/W receptor 1). GPR7-expressing cells, fluorescence antagonist assay. inhibition, % at 4.4 µM. 290,000 tested, 1.1% active; in the data active = inhibition above about 16%, passing the limit was not always enough;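 also: cells stimulated with the agonist NPW; 0% = agonist with vehicle and 100% = vehicle without agonist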
Target sequence (P48145 whole entry, looked up): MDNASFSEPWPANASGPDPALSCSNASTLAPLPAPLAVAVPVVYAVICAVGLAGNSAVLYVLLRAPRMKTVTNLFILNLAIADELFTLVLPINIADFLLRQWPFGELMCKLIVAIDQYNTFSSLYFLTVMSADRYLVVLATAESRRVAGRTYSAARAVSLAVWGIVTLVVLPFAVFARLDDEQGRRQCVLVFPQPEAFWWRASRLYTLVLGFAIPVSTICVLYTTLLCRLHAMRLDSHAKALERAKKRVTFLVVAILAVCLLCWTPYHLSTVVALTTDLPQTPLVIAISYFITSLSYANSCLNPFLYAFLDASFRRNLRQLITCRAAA
MEKK2 mut-MEK5: signal of MEK5 binding to mutant human MEKK2 PB1 domain. bead flow cytometry, Alexa488-MEK5 binding to MEKK2 mutant. percent response, % at 10 µM. 290,000 tested, 0.35% active. AID 1530; in the data active = percent response above about 24%, passing the limit was not always enough; also: inactives centre near 1; some results filed as inactive read as strong as hits; reference of the scale not given here
NALP1 inh: NALP1 inhibition | inhibition, % at 10 µM | AID 2071 | S. cerevisiae NALP1/ASC/caspase-1 growth, X-gal OD620, 72 h | 280,000 tested, 0.61% active; in the data active = inhibition mostly above about 24%, no sharp cut-off; inactive = mostly below about 32%; also: some compounds called inactive have numbers as strong as hits
MEKK3 PB1 HTS: MEKK3-MEK5 PB1 interaction, increase or decrease; Q99759; bead-based flow cytometry, Alexa488-MEK5 binding to MEKK3; actives lie on both sides; 0 = blocked by unlabeled MEK5, 100 = vehicle; binding response (% of control), % at 10 µM; 290,000 tested, 1.4% active;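 active = binding response more than 3 SD above or below the average of its plate-row segment, actives on both sides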;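 also: Alexa488 bead fluorescence after subtracting the streptavidin-only scavenger bead signal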
MEKK2wt PB1 HTS: raises or lowers MEK5 binding to wildtype human MEKK2 PB1 domain | Q9Y2U5 | AID 1531 | binding response (% of control), % at 10 µM | bead flow cytometry, Alexa488-MEK5 binding to MEKK2 WT; actives lie on both sides | 290,000 tested, 1.1% active; in the data active = binding response below about 67% or above about 130%
* = called active by the depositor; nt = no result given; & = joins results of further samples; ! = a repeat was not active.

#	Molecule	PfM18AAP inh	DNA FID counter	OXTR ag	PHOSPHO1 inh	GPR7 antagonist	MEKK2 mut-MEK5	NALP1 inh	MEKK3 PB1 HTS	MEKK2wt PB1 HTS
1	CC(C)(C)NC(=O)C(c1ccc(O)cc1)N(Cc1ccccc1)C(=O)CCC(=O)Nc1nccs1 (stereo not given)	-6	-35	-0.2	43	-3	7	2	104	108
2	CCN(c1ccc(OC)cc1)S(=O)(=O)c1csc(C(=O)N2CCCC2)c1	-3	-42	1.4	43	-5	2	6	102	101
3	Cc1ccc(Cl)cc1NC(=S)N(C)N	17	-4	-1.3	34	4	-6	15	92	98
4	CNC(=O)COc1coc(CN2CCN(c3ccccc3OC)CC2)cc1=O	-6	-6	0.0	26	-11	3	9	102	108
5	c1cnc2c(c1)ccc1cccnc12	0&3	4&-4	0.5&-0.1	40&23	-5&12	3&3	54*!	107&105	105&98
6	COc1ccc(C2=CC(=O)CC(c3ccc(F)cc3)C2)cn1 (stereo not given)	nt	nt	0.0	nt	nt	0	nt	102	97
7	COCC(=O)N(Cc1nc2sc(C)c(C)c2c(=O)[nH]1)C1CCCCC1	1	-27	-0.1	38	-2	-2	nt	107	102
8	CC(C)c1nc(SCC(=O)N2CCN(c3ccccc3)CC2)c2c(=O)n(C)c(=O)n(C)c2n1	1	0	nt	13	-10	8	nt	108	105
9	Cc1ccc(NC2OC(CO)C(O)C(O)C2O)cc1 (stereo not given)	-10	0	0.5	17	-7	4	-10	104	103
10	Cc1ccc(Cl)cc1NS(=O)(=O)c1cc2[nH]c(=O)c(=O)[nH]c2cc1C	2	-11	0.6	2	7	-5	16	96	95
11	COCCNC(=O)/C(C#N)=C\c1ccc(CNS(=O)(=O)c2ccc(C)cc2)o1	1	-1	-1.0	50	-1	-4	12	102	97
12	CCOc1ccccc1C(=O)N1c2ccccc2Sc2ccccc21	0	-28	-0.9	-23	-9	8	-22	109	104
13	CCOC(=O)COn1c(=O)c(-c2ccc(Cl)cc2)[n+]([O-])c2ccccc21	3	-12	nt	39	-10	5	12	103	106
14	Cc1ccc(O)c(N=Nc2ccc(S(=O)(=O)N3CCOCC3)cc2)c1	-6	3	-0.5	50	-8	-12	-4	86	84
15	CC(=O)c1cccc(N(C(=O)c2ccco2)C(C(=O)NC2CCCCC2)c2ccc(C)o2)c1 (stereo not given)	2	-42	-0.5	24	3	11	2	106	106
16	CC1(C)CC(=O)C=C(NC2CCCCCC2)C1	12	-7	-0.8	-16	15*	-2	23	97	93
17	O=C(NCCN1CCCC1)c1ccc(Cn2c(=S)[nH]c3ccc(Br)cc3c2=O)cc1	7	2	0.0	-2	-1	-1	6	102	104
18	Cc1cc(NC(=O)CSCc2ccc([N+](=O)[O-])cc2)no1	3	1	-1.3	51	12	1	-19	102	98
19	c1ccc2c(c1)OC(CCCN1CCCCC1)c1ccccc1S2 (stereo not given)	0	38*	13	-3	25*	27*	25	106	141*
20	C=CCNC(=S)Nc1cccc([N+](=O)[O-])c1	2	-1	3.8	-10	-11	4	10	108	100
21	O=C(Nc1cccc([N+](=O)[O-])c1)C1C2/C=C\CCCCC21 (stereo not given)	7	0	-0.4	-14	-7	9	36	105	105
22	COc1cccc(C(=O)Nc2c3c(nn2-c2cccc(C)c2C)CS(=O)C3)c1OC (stereo not given)	1	-30	-0.2	18	-10	8	1	104	102
23	O=C(Nc1ccccc1C(=O)N1CCCC1)c1ccc(Cl)cc1Cl	-14	-4	0.0	32	-5	3	11	102	108
24	CC(C)CC(=O)NC(=S)Nc1cc(C(F)(F)F)ccc1N1CCOCC1	-1	-7	-1.9	1	-2	11	34	99	109
25	CCC(=O)Nc1cc2nn(-c3ccc(C)cc3)nc2cc1C	-5	3	0.1	63*	9	-6	12	95	91
26	COc1ccc(NS(=O)(=O)c2c(C)cc(C)cc2C)cn1	-5	-24	-0.1	16	-11	1	5	99	103
27	CCC(=O)n1nc(-c2cccnc2)nc1NCc1ccccc1	3	-4	nt	-22	-14	8	-3	106	106
28	O=C(NCCO)C1CCN(S(=O)(=O)c2ccc(F)cc2)CC1	1	0	-0.2	4	-11	nt	-10	nt	nt
29	COC(=O)c1cc(C(=O)Nn2cnnc2)cc([N+](=O)[O-])c1	63*	5	0.5	-42	-14	3	9	102	109
30	COc1cccc(N(CC(=O)NC(C)c2ccccc2)S(C)(=O)=O)c1 (stereo not given)	1	-7	-0.4	-11	-5	-3	23	96	95
31	CC1CCCCN1C(=O)CSc1nc2c(c(=O)n(C)c(=O)n2C)n1C (stereo not given)	3	-12	0.4	16	-8	5	5	103	100
32	CCOC(=O)c1ccc(NC(=O)NCc2ccc(OC)cc2)cc1	-3	-10	1.0	47	-12	-6	12	98	100
33	O=C(CSc1ccccn1)N/N=C/c1ccccc1[N+](=O)[O-]	0	0	-1.3	11	-8	12	30	102	105
34	COc1cc(C(=O)OC2CCOC2=O)cc(Cl)c1OC (stereo not given)	3	-7	1.1	40	-6	-8	24	97	95
35	O=C(CSc1nnc(SCc2cccc3ccccc23)s1)c1ccc2c(c1)OCO2	-7	-8	-0.3	-125	2	nt	25	nt	nt
36	O=C(Nc1c(C(=O)N2CCCCC2)cnn1-c1ccccc1)c1ccccc1F	-3	-25	nt	42	-13	1	-2	102	100
37	CCN(CC)C(=O)Oc1ccc2c(c1)O/C(=C\c1ccco1)C2=O	8	-27	0.6	47	-11	2	4	102	95
38	COc1ccccc1/C=C/C1(C(=O)NC2CCCC2)CC(=O)N1c1ccccc1 (stereo not given)	-16	-24	0.1	25	11	1	nt	116	109
39	CC1CCCC(C)N1C(=O)Cc1ccccc1 (stereo not given)	-2	-4	-0.9	2	-1	-14	12	71	76
40	COc1ccc(/C=C/C(=O)NC(=S)NNC(=O)c2cccs2)cc1	2	-9	26*	-44	-3	3	18	100	105
41	Cc1ccc2oc(C(=O)N3CCC(O)(c4ccccc4)CC3)c(C)c2c1	-10	-35	0.1	nt	-1	0	nt	99	103
42	COC(=O)C1(C)NC(c2ccco2)C2C(=O)N(c3ccc(F)cc3)C(=O)C21 (stereo not given)	5	-1	0.3	41	-5	4	3	125	115
43	CC(C)Cn1c(N)c(C(=O)COC(=O)c2ccccc2Cl)c(=O)n(C)c1=O	2	-24	12	6	6	-1	6	108	104
44	CC(=O)OC(C(=O)NC1CCCCC1)c1cccc(C)c1 (stereo not given)	-1	-2	-0.4	21	-3	-5	25	94	92
45	O=C(N/N=C/c1ccc(OC(=O)c2ccccc2)cc1)c1cccnc1	4	-31	2.6	42	11	2	3	104	107
46	COc1ccc(NC(=O)c2cccc3c2C(=O)N(CC2CCCO2)C3)cc1OC (stereo not given)	5	-34	1.1	23	0	-2	3	103	101
47	Cc1ccc(-n2cnc3sc(C)c(C)c3c2=O)cc1	-3	-2	-2.3	38	-5	-4	2	99	98
48	CCCCN1CCCC1CNC(=O)c1cc(C#N)c2ccccc2c1OC (stereo not given)	1	12	0.7	-24	-2	2&6	2	108&105	116&107
49	COc1ccc(CNC(=O)CN(c2ccc(OC)c(Cl)c2)S(=O)(=O)c2ccc(C)cc2)cc1	-4	-51	3.3	43	-8	8	3	107	105
50	COc1cccc(CNC(=O)C2CC(=O)N(C3CCCCC3)C2)c1 (stereo not given)	-12	-23	0.4	29	-4	3	13	106	104
51	O=C(Cc1ccccc1)NNC(=S)Nc1ccccc1	19	-6	-0.2	-121	-4	-2	4	101	104
52	O=C(CSCc1cnn(-c2ccccc2)c1-n1cccc1)N1CCN(Cc2ccccc2)CC1	-2	-22	-1.6	20	-6	-5	15	99	95
53	C=CCNC(=O)/C(C#N)=C/c1c(N2CCN(c3ccc(OC)cc3)CC2)nc2c(C)cccn2c1=O	8	-27	-1.4	16	-14	10	17	107	105
54	CCC(=O)c1ccc(OC(=O)c2ccc(Br)o2)cc1	11	0	35*	nt	-7	0	nt	102	102
55	CC(NC(=O)CCN1C(=O)c2ccccc2C1=O)c1ccccc1 (stereo not given)	2	-1	0.0	29	-5	1	8	104	103
56	Cc1ccc(C(=O)CCC(=O)Nc2cccnc2)cc1C	3	-5	-0.2	-17	-5	-2	37	90	87
57	Cc1cccc(-n2nc(C)c3c2NC2=C(C(=O)CCC2)C3c2ccccn2)c1 (stereo not given)	9	-32	-1.1	-7	-23	4	8	116	101
58	Cc1ccc(NC(=O)COC(=O)CCC(=O)c2cccs2)cc1C	-23	-21	-0.9	-3	-5	2	8	98	98
59	c1ccc(-c2cn(-c3ccccc3)c3[n+]2CCS3)cc1	-1	7	0.1	12	-7	-1	1	105	97
60	COc1cccc(SCc2noc(C(=O)NCCN(C)C)c2C(=O)NCCN(C)C)c1	nt	nt	0.4	nt	nt	5	nt	103	104

Profiles, quoted from the list. Values in the order: PfM18AAP inh	DNA FID counter	OXTR ag	PHOSPHO1 inh	GPR7 antagonist	MEKK2 mut-MEK5	NALP1 inh	MEKK3 PB1 HTS	MEKK2wt PB1 HTS
Cc1ccc(C(=O)CCC(=O)Nc2cccnc2)cc1C across the screens: 3	-5	-0.2	-17	-5	-2	37	90	87
COc1ccccc1/C=C/C1(C(=O)NC2CCCC2)CC(=O)N1c1ccccc1 (stereo not given) across the screens: -16	-24	0.1	25	11	1	nt	116	109
COc1cccc(SCc2noc(C(=O)NCCN(C)C)c2C(=O)NCCN(C)C)c1 across the screens: nt	nt	0.4	nt	nt	5	nt	103	104
COc1cccc(CNC(=O)C2CC(=O)N(C3CCCCC3)C2)c1 (stereo not given) across the screens: -12	-23	0.4	29	-4	3	13	106	104

(further entries)
#	Molecule	PfM18AAP inh	DNA FID counter	OXTR ag	PHOSPHO1 inh	GPR7 antagonist	MEKK2 mut-MEK5	NALP1 inh	MEKK3 PB1 HTS	MEKK2wt PB1 HTS
61	O=c1[nH]c(CN2CCN(c3ccccc3O)CC2)nc2scc(-c3ccccc3Cl)c12	4	-14	6.8	-5	-9	4	5	107	104
62	Cc1ccc(S(=O)(=O)c2n[nH]n3c2nc(=O)c2ccccc23)cc1	-1	-8	-3.2	16	-9	2	23	101	100
63	COc1ccc(Cl)cc1N1C(=NC(=O)C2CCCO2)SC2CS(=O)(=O)CC21 (stereo not given)	5	-6	-0.6	38	-2	-1	4	97	95
64	NC(=O)c1c(N)sc(=S)n1-c1ccccc1	8	-2	0.6	15	-11	5	16	104	107
65	COc1cc(OC)c(NC(=O)Nc2ccc(OC)c(OC)c2)cc1Cl	7	-4	0.9	16	-3	2	0	98	96
66	O=C(NNC(=O)c1ccc2c(c1)OCO2)NC12CC3CC(CC(C3)C1)C2	16	-6	-0.6	6	-8	10	43	97	105
67	Cc1ccc(C(=O)COC(=O)CNC(=O)Cc2ccccc2)cc1[N+](=O)[O-]	8	7	0.7	10	2	nt	13	nt	nt
68	COc1ccccc1-c1ocnc1C(=O)N1CCN(C(=O)C(c2ccccc2)c2ccccc2)CC1	2	-45	-0.7	28	9	-5	17	100	96
69	CC(=O)c1c(C)c2c(n1CCN(C)C)CCCC2	-2	1	-0.3	-16	0	2	6	101	102
70	CC(C(=O)NCc1ccc2c(c1)OCO2)N(c1ccccc1)S(C)(=O)=O (stereo not given)	-8	2	-0.9	10	9	2	13	101	102
71	O=C1CCCC2=C1C1(CCCCC1)N=C(Nc1nc3ccccc3o1)N2	-3	-2	-1.1	-20	-9	1	4	102	106
72	O=c1nc(-c2ccccc2)n(-c2ccc(Cl)cc2)[nH]1	-3	-7	0.6	-12	-16	7	20	96	95
73	O=C(O)CN1C(=O)/C(=C/c2ccccc2Cl)Oc2ccccc21	9	-15	-0.8	25	-7	7	7	104	109
74	COCCCn1c(SCCc2ccccc2)nc2cc(OC)c(OC)cc2c1=N	2	6	-2.4	12	-21	-32	-91	95	131
75	CCC(=O)Nc1cccc(NC(=O)CSc2nnc(C(C)C)n2CC)c1	3	-1	-0.3	-4	-12	2	-11	101	103
76	Cc1cc(NC(=O)COC(=O)COc2ccc3c4c(c(=O)oc3c2)CCC4)no1	4	-9	-1.0	20	0	-5	-2	102	97
